Jurkat autofluor – compound autofluorescence on Jurkat cells, primary screen, artefact control for VLA-4 allosteric ligand project, cell-based, flow cytometry. active compounds read high; 1 = vehicle-only cell background. fluorescence ratio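 (tested at 10 µM compound in the well)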. 24,000 tested, 0.61% active. AID 576, 2007;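 active = fluorescence ratio above 2.44, which is 1 plus 3 SD of all ratios; inconclusive = signal too bright to measure linearly, ratio around 10 or more; inactive = fluorescence ratio below 2.44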;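 note: green fluorescence of cells measured with 488 nm excitation and 530 nm emission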
VLA-4 allo ag – enhancers of LDV-FITC binding to VLA-4 integrin, primary screen, Jurkat cells, flow cytometry; activation, % at 10 µM (by protocol); 24,000 tested, under 10 active; Integrin alpha-4 (Homo sapiens), P13612;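 active = fluorescent ligand binding to cells raised by more than 40% of the manganese-induced maximum; inconclusive = compound's own fluorescence above 85% of the ligand control signal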;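 note: 0% = ligand binding without compound and 100% = manganese-stimulated maximal binding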
Target sequence (P13612 whole entry, looked up): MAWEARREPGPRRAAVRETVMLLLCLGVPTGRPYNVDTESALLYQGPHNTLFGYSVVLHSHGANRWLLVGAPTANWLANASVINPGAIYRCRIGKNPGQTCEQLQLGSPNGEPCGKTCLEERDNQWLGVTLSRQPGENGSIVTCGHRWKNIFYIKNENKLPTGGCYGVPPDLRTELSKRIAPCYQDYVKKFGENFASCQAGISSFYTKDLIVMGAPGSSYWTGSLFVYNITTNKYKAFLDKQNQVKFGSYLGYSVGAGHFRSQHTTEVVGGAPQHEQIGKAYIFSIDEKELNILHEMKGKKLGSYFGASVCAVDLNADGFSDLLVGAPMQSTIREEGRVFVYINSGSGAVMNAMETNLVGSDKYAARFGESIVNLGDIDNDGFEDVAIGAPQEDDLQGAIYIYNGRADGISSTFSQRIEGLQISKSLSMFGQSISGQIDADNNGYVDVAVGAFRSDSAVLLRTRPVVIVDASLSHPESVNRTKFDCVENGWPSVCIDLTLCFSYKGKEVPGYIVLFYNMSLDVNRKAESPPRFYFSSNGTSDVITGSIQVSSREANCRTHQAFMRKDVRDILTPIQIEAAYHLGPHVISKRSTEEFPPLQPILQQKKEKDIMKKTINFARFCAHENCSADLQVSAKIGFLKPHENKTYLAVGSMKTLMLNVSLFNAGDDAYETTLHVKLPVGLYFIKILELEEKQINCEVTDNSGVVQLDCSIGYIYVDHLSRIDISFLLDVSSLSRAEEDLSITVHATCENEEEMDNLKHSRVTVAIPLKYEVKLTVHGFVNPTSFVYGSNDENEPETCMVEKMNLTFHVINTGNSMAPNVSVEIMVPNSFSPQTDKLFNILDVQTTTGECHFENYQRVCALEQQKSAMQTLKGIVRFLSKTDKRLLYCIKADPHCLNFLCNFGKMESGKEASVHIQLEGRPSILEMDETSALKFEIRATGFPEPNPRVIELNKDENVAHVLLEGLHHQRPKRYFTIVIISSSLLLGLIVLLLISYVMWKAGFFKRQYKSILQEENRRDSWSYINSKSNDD
VLA-4 antagonist – inhibitors of LDV-FITC binding to Mn2+-activated VLA-4, primary screen, Jurkat cells; AID 529, 2006; 24,000 tested, 0.2% active; LDV-FITC binding with Mn2+, flow cytometry; 100% = Mn2+-driven binding gain fully reversed; inhibition, % at 10 µM (by protocol); Integrin alpha-4 (Homo sapiens), P13612;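 active = inhibition above 50%; inconclusive = compound itself fluorescent, judged against control cell fluorescence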;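 note: 0% = Mn2+ stimulated cells lacking compound and 100% = ligand binding without Mn2+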
Prostate diff – activators of LNCaP prostate cell differentiation, primary screen, flow cytometry side scatter | 4 d | 24,000 tested, 0.56% active | side scatter shift, % at 10 µM | AID 795, 2007;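 active = side scatter shift above 30%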;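 note: androgen-responsive LNCaP prostate cancer cells in charcoal-stripped serum medium; percent of cells past a gate set so DMSO wells show 10% shift; higher shift means more granular cells and more differentiation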
Active calls of the source: *; ? = inconclusive; · = not tested or not shown. An excerpt; count on the stated rates, not on these rows.

SMILES	Jurkat autofluor	VLA-4 allo ag	VLA-4 antagonist	Prostate diff
CNC(=O)c1c(O)c2cccc3c2n(c1=O)CC3	1.08	3.3	-16.0	8.0
COc1ccc(-c2ccc(-c3noc(-c4ccccc4)n3)c(OC)n2)cc1	1.03	6.3	-5.0	34.0*
CC(NS(=O)(=O)c1ccc(OCC(=O)N2CCOCC2)c(Cl)c1)c1ccccc1 (stereo not drawn)	1	2.0	-44.5	8.0
CC(=O)OC[C@H]1O[C@@H](n2ncc(=O)[nH]c2=O)[C@H](OC(C)=O)[C@@H]1OC(C)=O	0.98	0.0	-9.0	7.0
O=C(NC1CCCCC1)C1CCCN1C(=O)NCc1ccccc1 (stereo not drawn)	1.03	6.0	-10.0	5.0
COC(=O)c1[nH]c2ccccc2c1NS(=O)(=O)c1ccc(OC)cc1OC	1	0.5	16.0	10.0
Cc1cc(NCc2ccco2)nc2cc(O)ccc12	1.12	3.0	4.0	9.0
COC(=O)c1ccccc1NC(=O)CSc1nnc(-c2ccncc2)o1	1.08	-0.5	-7.0	14.0
CC(=O)Nc1nc(=S)ss1	0.93	0.0	-13.5	4.0
O=C(c1n[nH]c2c1CCCC2)n1ccnc1	0.97	5.5	10.0	4.0
Cc1cccc(Nc2ccccc2C(=O)O)c1C	1.1	-6.0	-32.0	3.0
COc1ccc(OCc2nnc3n2N=C(c2ccc(Br)cc2)CS3)cc1	0.87	?	?	2.0
O=C(CCn1c(=S)[nH]c2ccccc2c1=O)NCC1CCCO1 (stereo not drawn)	1.01	7.0	-21.7	4.0
COCCn1c(-c2ccco2)nc2nc3ccccc3nc21	1.36	0.0	-12.0	10.0
CCCn1nc(NS(=O)(=O)c2ccccc2)c2cc3ccccc3nc21	1.1	6.0	10.5	18.0
Cc1ccc(NC(=O)CSc2nnc(Cn3c(=O)sc4ccccc43)n2C)cc1Cl	1.01	2.0	23.0	8.0
COc1ccc2c(c1)C(C)=CC(C)(C)N2C(=O)CSc1nnc(-c2ccc(C)cc2)o1	0.93	8.5	-6.5	7.0
CCOC(=O)CSC1=Nc2ccccc2C2=NC(CC(=O)NCc3cccs3)C(=O)N12 (stereo not drawn)	1.13	1.3	-13.7	6.0
CC(C)(C)NC(=O)Cn1c(=O)oc2ccc(Cl)cc21	1.03	-1.3	-14.3	11.0
CC1CN(c2ccc(Oc3ccccc3)cc2)c2nc3c(c(=O)n(CC(N)=O)c(=O)n3C)n2C1 (stereo not drawn)	1.15	-5.0	11.0	4.0
Cc1ccc(C2CC(c3ccc(Cl)cc3)n3nc(N)nc3N2)cc1 (stereo not drawn)	1.04	3.0	-1.0	4.0
CCN1CCN(c2ccc(-n3c(C)nc4c(cnn4-c4ccccc4Cl)c3=O)cc2)CC1	1.08	?	?	5.0
CCOC(=O)c1nc(Nc2ccc(C(=O)O)cc2)c2ccccc2n1	0.94	1.0	-8.0	3.0
COC(=O)c1c[nH]n2c(=O)c(Cc3ccc(F)cc3Cl)c(C)nc12	1.08	?	?	3.0
COC(=O)Cn1cc(C(=O)c2cccs2)c2ccccc21	0.93	3.5	-15.5	15.0
Cc1nc2sc(C(c3cccc(F)c3)N3CCOCC3)c(O)n2n1 (stereo not drawn)	1.05	0.7	-11.0	6.0
CC1Cc2ccccc2N1C(=O)Cc1cccs1 (stereo not drawn)	1.04	-21.5	8.5	23.0
CCOC(=O)c1[nH]c2ccccc2c1NC(=O)C(CC)CC	1	-1.0	-2.0	3.0
COc1ccc2cc(C#N)c(SCC(=O)N3CCCC3)nc2c1	1.38	?	?	6.0
O=c1[nH]c(Nc2ccccc2)cc2ccccc12	2.86*	?	?	7.0
c1cncc(-c2cccnc2)c1	0.89	-10.0	8.0	4.0
CCC(c1nnc(SCC(=O)Nc2ccc(C(=O)Nc3ccccc3OC)cc2)o1)N(C)C (stereo not drawn)	1.1	4.5	-6.0	11.0
COCCn1c(=O)c2c(nc3n2CCN3c2ccc(C)cc2)n(C)c1=O	1.11	0.0	6.0	3.0
CC(C)OCCCNC(=O)c1cc2c(=O)n(C)c3ccccc3c2n1C	1.11	-2.0	9.0	4.0
CC1CCN(C(=O)C(NS(=O)(=O)c2cccc3nsnc23)c2ccccc2)CC1 (stereo not drawn)	1.06	-3.0	-4.0	4.0
COC(=O)c1cccc(Oc2nc3c(c(=O)n(C)c(=O)n3C)n2C(C)C)c1	1.06	6.0	0.0	5.0
COC(=O)CN(c1ccc(OC)cc1)S(=O)(=O)c1c(C)noc1C	0.91	17.0	-12.0	2.0
CCn1c(COc2cccc3cccnc23)nnc1SCC(=O)O	1	3.0	0.0	12.0
COc1ccc(-c2cc(C(=O)N3CCOCC3)no2)cc1OC	1.07	3.0	7.0	6.0
CCOC(=O)N1CCN(C(=O)Cc2ccc(-n3c(=O)[nH]c4ccccc4c3=O)cc2)CC1	0.99	-4.0	-19.0	·
COc1ccc(CC(=O)Nc2ccc(-c3noc(-c4cccc(OC)c4)n3)cc2)cc1	1.05	3.0	-1.0	8.0
COCCNC(=O)C(c1ccc(C)o1)N(Cc1ccc(OC)cc1)C(=O)Cn1nnc2ccccc21 (stereo not drawn)	1.11	2.0	-26.5	8.0
Cc1ccccc1C(=O)NCCN=C1NS(=O)(=O)c2ccccc21	1.01	4.0	-4.0	3.0
CCCN1CCN(C(=O)Cn2ncc3ccccc32)CC1	0.94	5.0	?	6.0
Cc1occc1-c1nc(-c2ccncc2)no1	1.04	7.0	1.0	10.0
O=C(C1CCN(S(=O)(=O)Cc2ccccc2)CC1)N1CCN(c2ncccn2)CC1	1.1	1.0	23.0	22.0
O=C(CN1C(=O)C2(OCCO2)c2ccccc21)c1ccc(F)cc1	1.09	?	?	15.0
O=C1c2ccccc2C(Nc2ccc(S(=O)(=O)N3CCCCC3)cc2)N1c1ccccn1 (stereo not drawn)	1.2	-8.0	30.0	10.0

Entries shown so far that have a furan ring, fused or not, in the order listed:
SMILES	Jurkat autofluor	VLA-4 allo ag	VLA-4 antagonist	Prostate diff
Cc1cc(NCc2ccco2)nc2cc(O)ccc12	1.12	3.0	4.0	9.0
COCCn1c(-c2ccco2)nc2nc3ccccc3nc21	1.36	0.0	-12.0	10.0
COCCNC(=O)C(c1ccc(C)o1)N(Cc1ccc(OC)cc1)C(=O)Cn1nnc2ccccc21 (stereo not drawn)	1.11	2.0	-26.5	8.0
Cc1occc1-c1nc(-c2ccncc2)no1	1.04	7.0	1.0	10.0

Further records follow:
SMILES	Jurkat autofluor	VLA-4 allo ag	VLA-4 antagonist	Prostate diff
CCN(CC)S(=O)(=O)c1ccc(NC2CCCc3ccccc32)nc1 (stereo not drawn)	1.34	15.0	-18.5	16.0
COc1ccc(-c2cc(C(=O)Nc3ccccc3SC)no2)cc1OC	1.06	2.0	-5.0	10.0
Cn1c(Cn2c(=O)sc3ccccc32)nnc1SCC(=O)N1CCc2ccccc21	0.85	?	?	8.0
O=C(O)CCC1(C(=O)O)OCCc2ccccc21 (stereo not drawn)	1.05	4.0	-4.3	6.0
O=C(CCCCCn1c(=S)[nH]c2cc3c(cc2c1=O)OCO3)N1CCN(Cc2ccccc2)CC1	1.01	-3.7	-12.3	10.0
O=C(CNC1CCCCCC1)Nc1ccc(S(=O)(=O)NC2CC2)cc1	1.13	0.5	-16.5	12.0
Cc1ccccc1OCc1nc(-c2ccc(NC(=O)c3ccco3)cc2)no1	1.01	0.0	0.0	3.0
CC1CCN(CCCn2c(=S)[nH]c3ccc(N4CCOCC4)cc3c2=O)CC1	1.05	0.0	-9.0	3.0
CC1=C(C(=O)OC(C)C)C(C2CC=CCC2)NC(=O)N1 (stereo not drawn)	1.06	3.0	-8.5	2.0
CC1CCN(C(=O)C2c3ccccc3C(=O)N3CCc4ccccc4C23)CC1 (stereo not drawn)	1.02	3.0	15.0	14.0
CCOC(=O)c1ccc(N2C(=O)c3n[nH]c(C)c3C2c2ccccn2)cc1 (stereo not drawn)	1.15	-6.0	16.0	3.0
CC(C(=O)N1CCCc2c1c(=O)oc1ccc(O)cc21)N1CCc2ccccc2C1 (stereo not drawn)	1.16	?	?	16.0
CCC(C)c1ccc(NC(=O)c2cccnc2)cc1 (stereo not drawn)	1.12	10.5	-4.5	11.0
CCC(NC(C)C)C(O)c1ccc(O)c(O)c1 (stereo not drawn)	0.97	-11.0	-9.0	3.0
O=C(Nc1cnn(Cc2ccc(F)cc2)c1)c1cnccn1	0.98	-1.0	-5.0	4.0
COc1ccc(NC(=O)N(C2CCCCC2)C(C)c2cccnc2)c(OC)c1 (stereo not drawn)	1.04	3.0	0.0	8.0
COc1cccc(N2C(=O)N(c3ccccc3Cl)C3CS(=O)(=O)CC32)c1 (stereo not drawn)	1.02	2.0	-9.5	11.0
Cc1[nH]c2ccccc2c(=O)c1CN1CCCCC1	0.9	8.5	-24.5	1.0
O=C1C2CCCN2C(c2ccccc2)N1c1ccc(F)cc1 (stereo not drawn)	1.11	0.0	-12.0	2.0
O=C(c1ccc(Cn2c(=O)[nH]c3ccccc3c2=O)cc1)N1CCN(c2ccccn2)CC1	1.07	-1.0	5.0	9.0
COc1ccc(OC)c(NC(=O)CC(Cc2ccccc2OC)C(=O)O)c1 (stereo not drawn)	1.08	?	?	15.0
CCN(CC)c1ncc(C)c(=O)[nH]1	0.96	-1.0	-19.0	0.0
O=C(NC1=NCCS1)c1ccc2c(c1)C(=O)N(Cc1ccco1)C2=O	0.99	-1.0	3.0	10.0
CCOC(=O)c1c(C)n(C)c2ccc(OCC(O)CN(CC)CC)cc12 (stereo not drawn)	1.1	4.0	-16.0	8.0
O=C1C=C(NCC2CCCO2)C2(CCCCC2)O1 (stereo not drawn)	1	2.0	45.0	12.0
CCOC(=O)c1[nH]c(C)c(C(=O)N(C)C)c1C	1.04	-0.7	-7.3	16.0
COc1ccc(NC(=O)Nc2c(C)n(C)n(-c3ccccc3)c2=O)cc1	1.06	1.0	11.0	7.0
CCc1ccc(NC(=O)CSc2nnc(Cn3c(=O)sc4ccccc43)n2C)cc1	0.94	?	?	7.0
CCOC(=O)CC(=O)CSc1ccc2nnc(-c3ccc(C)cc3)n2n1	1.17	9.0	-13.0	12.0
Nc1nonc1C(=O)NCCc1ccccc1	1.02	6.0	6.0	9.0
O=C(O)C1CCC(=O)N1C1c2ccccc2Oc2ccccc21 (stereo not drawn)	1.01	0.0	0.0	10.0
CSc1ccc(S(=O)(=O)Nc2cccc(F)c2)cc1	0.98	-2.5	7.5	4.0
COc1ccc(C)cc1NC(=O)CNC(=O)Cn1ccc2ccccc2c1=O	1.04	3.0	-17.0	5.0
CN(Cc1nc(-c2ccncc2)no1)S(=O)(=O)c1ccccc1	1.06	8.5	-16.0	11.0
O=C(NCCCN1CCOCC1)c1cc2cc(Br)ccc2oc1=O	1.16	0.5	-30.5	3.0
CC(=O)Nc1ccc(S(=O)(=O)NCc2ccc(C(=O)NCc3ccc4c(c3)OCO4)cc2)cc1	1	-1.0	-8.0	11.0

By substructure, the entries above containing bromine
SMILES	Jurkat autofluor	VLA-4 allo ag	VLA-4 antagonist	Prostate diff
COc1ccc(OCc2nnc3n2N=C(c2ccc(Br)cc2)CS3)cc1	0.87	?	?	2.0
O=C(NCCCN1CCOCC1)c1cc2cc(Br)ccc2oc1=O	1.16	0.5	-30.5	3.0

Continued.
SMILES	Jurkat autofluor	VLA-4 allo ag	VLA-4 antagonist	Prostate diff
O=C(CSc1nccn1-c1ccc(F)cc1)NCc1ccc2c(c1)OCO2	0.97	-5.0	-1.0	6.0
CCOC(=O)c1nnn(-c2nonc2N)c1-c1ccc(OCC)cc1	1.17	-7.0	12.0	8.0
COc1ccc(C2CC(=O)N3CN(c4ccccc4F)CSC3=C2C#N)cc1OC (stereo not drawn)	0.93	4.0	-21.0	9.0
COc1cccc(C2N(c3ccc(Cl)c(Cl)c3)C(=O)C3CCCN32)c1OC (stereo not drawn)	1.09	-3.0	24.0	4.0
Cc1c(C#N)c2ccccc2n1CC(=O)NCCc1c[nH]c2ccccc12	1.26	-4.0	-6.0	9.0
N#Cc1nc(COc2ccc(Br)cc2)oc1N1CCCCCC1	0.99	-5.0	-23.0	7.0
CCc1[nH]nc2c1C1(CCN(C(=O)OCc3ccccc3)CC1)C(C#N)=C(N)O2	0.99	-7.0	3.0	6.0
CC(C)(C)C(=O)Cn1c(=O)n(CC2CCCO2)c(=O)c2ccccc21 (stereo not drawn)	1.04	2.2	-2.5	10.0
Cc1ccc(C)c(C(=O)N(Cc2nc(-c3ccc(Cl)cc3)no2)C(C)C)c1	1.09	-4.0	17.0	16.0
CC1(C)Cc2c(c(N3CCOCC3)nc3sc(C#N)c(N)c23)CS1	1.1	7.0	-8.0	0.0
Cc1ccc(-c2cc3nc4c(c(=O)n3[nH]2)CCCC4)cc1	0.96	7.5	-17.0	3.0

Pulled by compound from the list above:
SMILES	Jurkat autofluor	VLA-4 allo ag	VLA-4 antagonist	Prostate diff
CCOC(=O)c1nnn(-c2nonc2N)c1-c1ccc(OCC)cc1	1.17	-7.0	12.0	8.0
COc1ccc(C2CC(=O)N3CN(c4ccccc4F)CSC3=C2C#N)cc1OC (stereo not drawn)	0.93	4.0	-21.0	9.0
COc1cccc(C2N(c3ccc(Cl)c(Cl)c3)C(=O)C3CCCN32)c1OC (stereo not drawn)	1.09	-3.0	24.0	4.0
